Screening data as filed in PubChem BioAssay.
PKA-R1A activ = activators of PKA-R1A complex; P00514+P68181; PKA-R1A dissociation, Cy5-IP20 fluorescence polarization; scaled: DMSO 0%, 113 µM cGMP 100%; activation, % at 11.4 µM; 340,000 compounds, 0.083% hits; AID 504707;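 active means percent activation above the mean of all tested compounds plus 3 SD, cut at about 19% in these data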;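 further: higher means more PKAc released from R1A so a rise in polarization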
PfHsp90 yeast 2 = growth inhibition of yeast expressing Plasmodium Hsp90 | S. cerevisiae expressing PfHsp90, BacTiter-Glo ATP, 48 h; yeast lacking PDR1 and PDR3 efflux regulators | inhibition, % at 9.4 µM | 310,000 compounds, 0.32% hits | AID 504621;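 active means every replicate shows inhibition above about 80%, whatever the replicate mean, limit read from the data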;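 further: 0% = DMSO neutral controls and 100% = 20 µM radicicol positive controls; yeast relying on Plasmodium falciparum Hsp90 in place of its own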
phage Ecoli inh = E. coli growth loss with phage present; growth absorbance; inhibition, % at 11.9 µM; 360,000 compounds, 0.26% hits; in the data active means inhibition above about 11%
Pemphigus Ab inh = blocks pemphigus antibody binding to human desmoglein-3; binding (percent of control), % at 10 µM; 310,000 compounds, 0.48% hits; DSG3-coupled beads, scFv-anti-DSG3-GFP binding, flow cytometry; stronger effect = lower value; P32926;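 active means binding more than 3 SD below its plate's average and above zero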; further: some compounds called inactive have numbers as strong as hits
Mot1-301 SUMO = SUMOylation pathway inhibition by Mot1-301 growth rescue | S. cerevisiae Mot1-301 growth rescue, ATP luminescence, 38.5C; percent above DMSO median, 100 means doubled | growth rescue, % at 18.8 µM | 320,000 compounds, 1% hits | AID 2716;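 active means every valid replicate shows activation above 250% relative to neutral control wells; inactive means the rest, any valid replicate at or below 250%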;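 further: OY570 slx delta 5 strain wells were the positive control but not used for scaling; some compounds called inactive have numbers as strong as hits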
OPRM1-OPRD1 ag = OPRM1-OPRD1 heterodimerization agonism; cells, luminescence; P35372+P41143; activation, % at 9.3 µM; 340,000 compounds, 0.3% hits; AID 504326; in the data active means activation above about 18%;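 further: 0% = vehicle-treated cells and 100% = reference agonist; values of inactives mirror those of a sister screen read the other way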
HTR5A ag = HTR5A agonism, opioid heterodimer counter-screen; activation, % at 9.3 µM; 340,000 compounds, 0.61% hits; HTR5A agonist assay, luminescence, cell-based; in the data active means activation mostly above about 9.5%, no sharp cut-off; inactive means mostly below about 7.6%;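 further: 0% = cells with vehicle only and 100% = reference agonist; strong numbers were not always called active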
Target sequence (P47898 whole entry, looked up): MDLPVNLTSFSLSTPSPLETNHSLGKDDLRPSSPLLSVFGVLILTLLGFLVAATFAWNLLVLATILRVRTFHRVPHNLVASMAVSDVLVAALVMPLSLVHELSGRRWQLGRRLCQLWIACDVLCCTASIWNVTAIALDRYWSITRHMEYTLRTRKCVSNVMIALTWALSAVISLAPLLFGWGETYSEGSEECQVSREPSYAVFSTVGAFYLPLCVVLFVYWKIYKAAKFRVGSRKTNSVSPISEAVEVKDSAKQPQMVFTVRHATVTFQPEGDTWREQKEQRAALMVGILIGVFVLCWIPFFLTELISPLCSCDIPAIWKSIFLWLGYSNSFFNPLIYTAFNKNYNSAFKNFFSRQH
HTR5A inv ag = inverse agonist of human HTR5A in OPRM1-OPRD1 counter-screen | HTR5A cell line, luminescence, inverse agonism | P47898 | AID 504634 | inhibition, % at 9.3 µM | 340,000 compounds, 0.083% hits; in the data active means inhibition mostly above about 23%, no sharp cut-off; inactive means mostly below about 18%;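 further: 0% = cells with DMSO and 100% = no-cell wells with DMSO; some compounds called inactive have numbers as strong as hits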
MOR-DOR inv ag = inverse agonists of human mu-delta opioid receptor heterodimerization; cell-based MOR-DOR heterodimer luminescence, inverse agonism; inhibition, % at 9.3 µM; 340,000 compounds, 0.21% hits; in the data active means inhibition above about 22%, passing the limit was not always enough;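 further: 0% = cells with DMSO and 100% = wells without cells with DMSO; values of inactives mirror those of a sister screen read the other way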
AddAB inh = less growth of phage-infected E. coli with AddAB. AID 435030. E. coli expressing H. pylori AddAB, absorbance growth. inhibition, % at 11.9 µM. 330,000 compounds, 0.29% hits; in the data active means inhibition above about 12%;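 further: 0% = vehicle wells of infected cells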
E coli growth = bacterial growth inhibition, counter-screen for AddAB inhibitors | 330,000 compounds, 0.27% hits | E. coli V3065 growth, OD600 absorbance, 18 h | inhibition, % at 11.9 µM | AID 449728;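 active means inhibition above the campaign's mean inhibition across all tested compounds plus 3 SD, cut at about 9.9% in these data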;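 further: uninfected addAB+ strain grown without phage in ampicillin broth; 0% = DMSO wells and 100% = ciprofloxacin 0.95 µg/ml wells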
An asterisk follows results filed as active; i = inactive; . = not tested or not shown.

SMILES	PKA-R1A activ	PfHsp90 yeast 2	phage Ecoli inh	Pemphigus Ab inh	Mot1-301 SUMO	OPRM1-OPRD1 ag	HTR5A ag	HTR5A inv ag	MOR-DOR inv ag	AddAB inh	E coli growth
COc1ccc(CNC(=O)c2ccccc2NC(=O)C2=CSCCO2)c(OC)c1	2	-8	-1.1	110	-12	-1.2	2	-6	6	1.3	-0.2
Cc1cc(C(=O)COC(=O)c2ccc[nH]c2=O)c(C)n1-c1ccccc1F	-3	22	0.6	103	-11	-3.4	1	-2	17	0.6	0.9
OCCCn1c(-c2ccccc2)nc(=S)c2c1CCCC2	1	.	4.7	113	10	-1.0	12	-28	5	0.2	-3.1
CCN1C(=O)/C(=C\N2CCN(c3ccccc3)CC2)SC1=S	-5	-12	1.3	95	-22	0.6	0	-6	-4	0.8	2.1
O=C1CC(c2ccco2)CC(O)=C1C=NCCO (stereo not given)	-12	14	2.7	105	-7	-1.4	0	0	7	3.3	-0.4
CC(=O)c1cccc(NC(=O)CO/N=C2/CCCc3nonc32)c1	0	.	4.0	116	-16	-0.9	1	14	4	6.3	1.7
N#Cc1c(Cl)cccc1Oc1ccc(S(=O)(=O)Nc2ccccc2)cc1	.	18	5.9	97	21	.	.	.	.	0.3	-1.6
CC(NC(=O)CN(C)S(=O)(=O)c1cccc2nsnc12)c1ccccc1 (stereo not given)	5	11	3.0	104	11	-2.5	1	-6	13	2.7	2.5
Cc1ccc(C(=O)NCCCn2ccnc2)cn1	0	-16	0.8	101	-5	-0.1	0	-18	1	-3.2	2.4
Cc1cc(C)cc(OCc2nnc(N)s2)c1	2	6	2.2	109	-4	0.5	3	-36	-2	2.1	2.5
C1CN(c2nc3nonc3n3nnnc23)CCO1	2	.	4.0	97	183	3.1	6	-46	-17	1.6	-0.2
CCCCCSc1nc(C)c(CC(=O)O)c(=O)[nH]1	4	-14	2.1	111	7	-2.4	-3	-4	12	1.2	0.6
COc1ccc(S(=O)(=O)N2CCN(CC(=O)Nc3ccc(F)c(F)c3)CC2)cc1	-8	-23	3.1	.	8	-3.3	8	-19	14	3.6	-1.3
Cc1ccc(C)c(NS(=O)(=O)c2cc(C(=O)NCc3ccco3)ccc2C)c1	2	.	3.2	102	0	-1.9	2	-3	10	1.4	3.1
Cc1cccc(OCc2nnc(SCC(=O)O)n2Cc2ccccc2)c1	0	.	-1.5	111	0	-1.5	3	-23	7	1.2	-0.3
C/C(=N\NC(=O)CC#N)C1COc2ccccc2O1 (stereo not given)	-3	18	3.3	96	6	-1.3	-1	3	7	4.8	2.0
FC(F)(F)c1ccc(-c2nc(=S)[nH][nH]2)cc1	-6	-3	3.6	100	272	1.2	4	-11	-6	2.5	-0.7
CCOC(=O)CSc1nnc(NC(=O)NC(C)C)s1	-7	-5	4.0	103	2	-1.4	-5	12	7	0.8	1.5
COc1cc(Cl)c(C)cc1NC(=O)COc1ccccc1[N+](=O)[O-]	-4	-17	3.2	.	7	-1.3	-3	8	7	-0.8	-1.9
CCc1ccc(N2C(=O)C3NN=C(C(=O)OCc4ccccc4)C3C2=O)cc1 (stereo not given)	-1	21	1.7	96	4	0.9	0	-1	-5	6.0	0.3
Cn1c(=O)c2c(nc(Cl)n2CCOc2ccccc2)n(C)c1=O	2	16	0.8	107	182	-4.1	3	14	14	-1.3	-0.3
COCC1CCN(Cc2nc(-c3cccs3)no2)C1 (stereo not given)	.	-19	-4.3	.	3	.	.	.	.	0.2	-2.5
Cc1ccccc1NC(=S)NNC(=O)c1csc2c1CCC(C)C2 (stereo not given)	-4	20	2.6	99	284	0.6	4	-12	-3	-2.0	0.8
COc1ccc(CCn2c(=O)[nH]c3cc(C(=O)N4CCN(c5ccccn5)CC4)ccc3c2=O)cc1OC	-3	-11	1.5	97	-12	-1.1	0	1	6	4.3	-1.3
Fc1ccc(/C=N/c2c(-c3ccc(F)cc3)nc3n2CCS3)cc1	2	4	2.1	109	-15	-1.8	2	-7	10	2.5	2.4

2 entries drawn at random from the list so far, as already listed:
SMILES	PKA-R1A activ	PfHsp90 yeast 2	phage Ecoli inh	Pemphigus Ab inh	Mot1-301 SUMO	OPRM1-OPRD1 ag	HTR5A ag	HTR5A inv ag	MOR-DOR inv ag	AddAB inh	E coli growth
COCC1CCN(Cc2nc(-c3cccs3)no2)C1 (stereo not given)	.	-19	-4.3	.	3	.	.	.	.	0.2	-2.5
CCc1ccc(N2C(=O)C3NN=C(C(=O)OCc4ccccc4)C3C2=O)cc1 (stereo not given)	-1	21	1.7	96	4	0.9	0	-1	-5	6.0	0.3

Carrying on.
SMILES	PKA-R1A activ	PfHsp90 yeast 2	phage Ecoli inh	Pemphigus Ab inh	Mot1-301 SUMO	OPRM1-OPRD1 ag	HTR5A ag	HTR5A inv ag	MOR-DOR inv ag	AddAB inh	E coli growth
O=C(Nc1ccc(F)cc1F)C1(c2cccs2)CCOCC1	-3	-2	2.1	101	-21	-0.2	8	18	1	-0.3	0.1
Cc1ccccc1C(=O)Nc1ccc(CN2CCOCC2)cc1	-8	2	3.0	99	3	-0.1	6	-12	0	.	.
CCN1CCCC1CNCc1cccc(OC)c1OCc1ccccc1F (stereo not given)	11	7	2.2	105	-7	1.4	-4	15	-8	-1.3	-0.4
Cc1cc(NC(=O)CCC(=O)N(CC(=O)NC2CCCC2)c2ccc(F)cc2)no1	7	-20	4.2	98	1	-2.0	0	23	13	0.8	-0.8
CC1=C(C(=O)Nc2cc(C)ccn2)C(c2ccc(C)cc2)C2=C(CCCC2=O)N1 (stereo not given)	-4	-3	1.9	107	-3	-0.7	4	-22	4	-0.2	-2.8
O=C(Nc1cccc2ccccc12)N1CCOCC1	-11	13	0.6	.	-13	1.1	1	4	-5	0.0	1.4
CC(=O)Oc1ccccc1-c1nc(/C=C/c2ccccc2)no1	-2	-33	3.9	113	104	4.6	3	-8	-24	.	.
COc1ccc(CC(=O)Nc2cccc(C)n2)cc1OC	-4	-38	4.3	101	-16	-2.9	2	-5	13	-1.2	-1.4
COC(=O)NNC(=O)c1ccc(Cl)cc1Cl	4	0	3.0	100	-20	0.4	-1	-16	-2	0.3	-1.8
COc1ccc(NC(=O)CC2SC3=NCCN3C2=O)cc1 (stereo not given)	3	-14	1.4	103	0	-0.1	-5	15	0	-0.2	-2.2
CC(=O)N1CCC(O)(c2cccc(C(F)(F)F)c2)CC1	-2	-3	1.7	90	23	3.4	-6	16	-21	2.5	1.1
COc1ccc(-c2nn(-c3ccccc3)cc2C(=O)Nc2ccc(C(=O)O)cc2)cc1	-7	6	-1.2	74	-1	-0.4	2	-6	2	1.3	0.4
CCOC(=O)c1cnc2ccccc2c1Nc1cccc(C(=O)O)c1	-2	-15	4.0	110	-1	-2.1	-4	-22	11	2.9	0.2
CCCNc1nc2c(c(=O)n(C)c(=O)n2C)n1CCC(C)C	4	0	1.9	103	-6	-0.7	-1	3	4	-2.4	0.7
Cc1csc(NC(CO)c2nc3ccccc3n2CCOCCO)n1 (stereo not given)	-11	1	1.1	105	22	-1.4	3	-7	8	1.1	-2.6
C=CCn1c(-c2cccc3ccccc23)n[nH]c1=S	1	7	3.9	102	-19	-2.2	-4	11	12	1.8	2.5
Cc1nn(C2CC(O)C(O)C(CO)O2)c(=O)[nH]c1=O (stereo not given)	-6	16	3.8	102	.	-1.8	0	-1	8	.	.
COc1ccc(C(=O)N2CCN(C(=O)c3ccncc3)CC2)cc1	13	17	1.1	85	3	-0.8	0	-4	4	-1.0	-0.1
COc1ccccc1NC(=O)Cn1c(=O)oc2cc(S(=O)(=O)N3CCCC3)ccc21	-6	-22	4.3	102	198	-4.0	5	-13	20	-0.2	-0.8
CCNc1nc(Oc2ccc(C(=O)OCC)cc2)nc(SC)n1	-4	-7	2.5	.	i	2.6	3	-10	-13	-0.3	2.3

Record cards, from the list above:
COc1ccc(C(=O)N2CCN(C(=O)c3ccncc3)CC2)cc1 reads PKA-R1A activ = 13; PfHsp90 yeast 2 = 17; phage Ecoli inh = 1.1; Pemphigus Ab inh = 85; Mot1-301 SUMO = 3; OPRM1-OPRD1 ag = -0.8; HTR5A ag = 0; HTR5A inv ag = -4; MOR-DOR inv ag = 4; AddAB inh = -1.0; E coli growth = -0.1
O=C(Nc1cccc2ccccc12)N1CCOCC1 reads PKA-R1A activ = -11; PfHsp90 yeast 2 = 13; phage Ecoli inh = 0.6; Pemphigus Ab inh = .; Mot1-301 SUMO = -13; OPRM1-OPRD1 ag = 1.1; HTR5A ag = 1; HTR5A inv ag = 4; MOR-DOR inv ag = -5; AddAB inh = 0.0; E coli growth = 1.4

In another format: results already given
CC1=C(C(=O)Nc2cc(C)ccn2)C(c2ccc(C)cc2)C2=C(CCCC2=O)N1 (stereo not given)
  PKA-R1A activ: -4	PfHsp90 yeast 2: -3	phage Ecoli inh: 1.9	Pemphigus Ab inh: 107	Mot1-301 SUMO: -3	OPRM1-OPRD1 ag: -0.7	HTR5A ag: 4	HTR5A inv ag: -22	MOR-DOR inv ag: 4	AddAB inh: -0.2	E coli growth: -2.8

O=C(Nc1cccc2ccccc12)N1CCOCC1
  PKA-R1A activ: -11	PfHsp90 yeast 2: 13	phage Ecoli inh: 0.6	Pemphigus Ab inh: .	Mot1-301 SUMO: -13	OPRM1-OPRD1 ag: 1.1	HTR5A ag: 1	HTR5A inv ag: 4	MOR-DOR inv ag: -5	AddAB inh: 0.0	E coli growth: 1.4

CC(=O)Oc1ccccc1-c1nc(/C=C/c2ccccc2)no1
  PKA-R1A activ: -2	PfHsp90 yeast 2: -33	phage Ecoli inh: 3.9	Pemphigus Ab inh: 113	Mot1-301 SUMO: 104	OPRM1-OPRD1 ag: 4.6	HTR5A ag: 3	HTR5A inv ag: -8	MOR-DOR inv ag: -24	AddAB inh: .	E coli growth: .

COc1ccc(CC(=O)Nc2cccc(C)n2)cc1OC
  PKA-R1A activ: -4	PfHsp90 yeast 2: -38	phage Ecoli inh: 4.3	Pemphigus Ab inh: 101	Mot1-301 SUMO: -16	OPRM1-OPRD1 ag: -2.9	HTR5A ag: 2	HTR5A inv ag: -5	MOR-DOR inv ag: 13	AddAB inh: -1.2	E coli growth: -1.4

Outcome played no part in choosing rows, and some 3.2% of all compounds hit somewhere here.
